CBFb RUNX1 block: inhibitors of human CBF-beta and RUNX1 interaction; 230,000 tested, under 10 active; Potency, µM (titrated, usually from 59.8 µM), inactives show top-dose activity, negative = inhibition, usual class: inhibitors; Q01196+Q13951; AID 1477; AlphaScreen CBFb-His/RUNX1-biotin binding, biochemical; note: % of control where 0% means no effect
Target sequence (Q01196 whole entry, looked up): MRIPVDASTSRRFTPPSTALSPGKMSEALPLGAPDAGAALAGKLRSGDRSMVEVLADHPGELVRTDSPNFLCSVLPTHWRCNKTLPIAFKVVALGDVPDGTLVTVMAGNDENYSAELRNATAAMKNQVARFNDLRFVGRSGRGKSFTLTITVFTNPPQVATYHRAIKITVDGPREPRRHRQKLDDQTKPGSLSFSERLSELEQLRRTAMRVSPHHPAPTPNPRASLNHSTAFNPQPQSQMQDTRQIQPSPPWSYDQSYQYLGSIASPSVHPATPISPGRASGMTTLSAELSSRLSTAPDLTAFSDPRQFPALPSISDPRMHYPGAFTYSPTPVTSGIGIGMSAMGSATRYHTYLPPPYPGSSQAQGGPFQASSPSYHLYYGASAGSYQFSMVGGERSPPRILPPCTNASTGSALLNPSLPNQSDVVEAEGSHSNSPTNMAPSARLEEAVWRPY
Target sequence (Q13951 whole entry, looked up): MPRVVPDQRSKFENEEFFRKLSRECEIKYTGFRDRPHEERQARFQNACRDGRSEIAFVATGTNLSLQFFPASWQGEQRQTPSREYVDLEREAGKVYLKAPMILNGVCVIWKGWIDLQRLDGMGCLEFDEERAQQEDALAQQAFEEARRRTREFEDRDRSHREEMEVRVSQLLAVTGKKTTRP
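Room-temperature protein-protein interaction test with 30 nM each of His-tagged CBF-beta and biotinylated RUNX1, 15 min with compound, then 90 min with nickel plus streptavidin beads. Signal read in AlphaScreen mode.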
Epigenetic reg: regulators of epigenetic silencing causing reporter derepression in mouse cells. murine LDR cells, GFP reporter derepression, 30 h. Potency, µM (highest dose often 53.9 µM), without a hit: top-dose GFP activation, actives largely listed as activators. hit rate 0.2% among 280,000. AID 1865; note: potency is the fitted concentration of half-maximal effect; % of control where 0% means no effect; nearly all actives have a fitted effect of over 60% in size
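Murine LDR cells carrying a silenced, genomically integrated CMV-driven GFP reporter were exposed to compound for 30 hours at 37 C. After PBS washes, GFP-positive cells (20–120 um objects) were counted by laser-scanning microplate cytometry.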
HTT aggregate: mutant huntingtin aggregation inhibition; PC12 HttQ103-GFP aggregates, Acumen cytometry, 40 h; Potency, µM (series often up to 46.1 µM), for inactives: at the top dose activity change, negative = inhibition, hits mostly inhibitors; hit rate 1.1% among 220,000; note: potency is the fitted concentration of half-maximal effect; % is set by controls: 0 for no effect and ±100 for the full control effect; nearly all actives have a fitted effect of over 60% in size
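Using laser scanning cytometry, GFP-positive aggregates were counted after lysis of PC12 cells induced with 100 nM tebufenozide to express HTT exon 1 Q103–GFP. Compounds were tested in titration.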
Luc counter: counter-screen: inhibitors of Kinase-Glo firefly luciferase. Kinase-Glo luciferase, ATP luminescence, 8 min. hit rate 0.28% among 200,000. AID 1379. Q27757. Potency, µM (series often up to 38.3 µM), for inactives: top-dose activity change, negative = inhibition, most hits filed as inhibitors; note: potency is the fitted concentration of half-maximal effect; % is set by controls: 0 for no effect and ±100 for the full control effect; nearly all actives have a fitted effect of over 60% in size
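Compound is pinned into ATP-containing buffer (10 uM ATP, imidazole pH 7.2, 7 mM MgCl2). Kinase-Glo luciferase reagent is then added. Light output is recorded following an 8-min room-temperature incubation.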
NPSR antagonist: neuropeptide S receptor (human) antagonism, cAMP | Q6W5P4 | CHO-NPSR cells, cAMP TR-FRET, antagonist mode | Potency, µM (series often up to 38.3 µM), without a hit: top-dose activity change, negative = inhibition, most hits filed as inhibitors | hit rate 1% among 220,000 | AID 1461; note: potency is the fitted concentration of half-maximal effect; % is set by controls: 0 for no effect and ±100 for the full control effect; nearly all actives have a fitted effect of over 50% in size; many of its hits are not listed in these tables
Target sequence (Q6W5P4 whole entry, looked up): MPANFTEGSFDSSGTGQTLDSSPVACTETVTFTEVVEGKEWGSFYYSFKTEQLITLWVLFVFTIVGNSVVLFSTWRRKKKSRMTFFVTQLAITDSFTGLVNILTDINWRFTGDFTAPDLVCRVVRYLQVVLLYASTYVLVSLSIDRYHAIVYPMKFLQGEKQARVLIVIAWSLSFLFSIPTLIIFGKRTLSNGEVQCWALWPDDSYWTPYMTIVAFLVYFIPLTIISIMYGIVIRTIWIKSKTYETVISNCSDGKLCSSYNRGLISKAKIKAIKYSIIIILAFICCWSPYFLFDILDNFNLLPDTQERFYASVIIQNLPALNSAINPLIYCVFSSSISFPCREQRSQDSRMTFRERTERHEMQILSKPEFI
LMNA splice mod: modulators of lamin A splicing. HeLa LMNA splicing GFP/RFP minigene ratio, 48 h. Potency, µM (titrated, usually from 46.1 µM), inactives show top-dose ratio change, negative = inhibition, actives largely listed as inhibitors. hit rate 0.01% among 200,000. AID 1487; active = well fitted inhibition curve with a large enough effect in the signal ratio, with a control signal flat, not every such curve was filed as active; inconclusive = small, poorly fitted or top-dose-only effect, or effect the other way, or a change in a side signal; the % refers to the signal ratio; note: potency is the fitted concentration of half-maximal effect; % is set by controls: 0 for no effect and ±100 for the full control effect
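Read-out is the ratio of GFP to DsRed2 object intensity, acquired by 488 nm laser-scanning cytometry on HeLa lamin A-EGFP minigene reporter cells. Compound incubation 48 hrs at 37 °C in Opti-MEM with 2% FBS; DMSO 0.5% final.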
IMPase Li inh: membrane-permeable IMPase blocker, potentiated with lithium; CHO-M1 cells, IP1 TR-FRET (IP-One), carbachol + lithium; Potency, µM (series often up to 59.4 µM), inactives show top-dose activity, negative = IMPase inhibition, actives largely listed as inhibitors; hit rate 0.35% among 210,000;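 note: IP1 builds up when IMPase is blocked and the TR-FRET signal falls; potency is the fitted concentration of half-maximal effect; plate controls were basal vehicle for no effect and high inhibitor control for full effect; nearly all actives have a fitted effect of over 50% in size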
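Test compounds were applied to CHO-M1 cells previously cultured for 16–30 h at 2000 per well. A small lithium amount accompanied them; after 30 min at 37C, IP1 was quantified by TR-FRET.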
Numbers without * were called inactive; u = inconclusive; x = not tested or not shown; [ ] = another dose, or the depositor's remark. Unless noted, calls come from the whole dose curve; as a rule, active = well fitted curve in the direction sought with a large enough effect; inconclusive = small, poorly fitted or top-dose-only effect, or another doubt; inactive = no such curve, though single readings can be large; an effect the other way counts as inactive or inconclusive.

SMILES | CBFb RUNX1 block | Epigenetic reg | HTT aggregate | Luc counter | NPSR antagonist | LMNA splice mod | IMPase Li inh
COc1ccc(CN(Cc2cc3ccc(C)cc3[nH]c2=O)Cc2nnnn2C2CCCC2)cc1 | 2% | 0.7% | -4%[9.22 µM] | -4% | u | -5% | 23%[38.3 µM]
COc1cc(C(=O)OCc2ccc([N+](=O)[O-])cc2)cc(OC)c1OC | 14% | 1.3% | u | 0% | 8% | 27%[46 µM] | 1%
Cc1ccc(CN2C(=O)N/C(=C\c3ccc(-c4ccc(C(=O)O)cc4C)o3)C2=O)cc1 | -30% | -2.4% | 3%[9.22 µM] | x | u | x | x
CCCCc1c(C)nn(-c2nnc3c4ccccc4n(CC)c3n2)c1C | -1% | -1.0% | -3% | x | u | u | x
CCc1ccc(/C=N/NC(=O)c2c[nH]c3ccccc23)s1 | -3% | 1.1% | 28% | -1% | -15% | u | -2%
COc1ccc(C2=Nc3cc(C)ccc3OC2)cc1 | 3% | -1.0% | x | 8.9µM* | -21%[46.1 µM] | -10% | 5%[38.3 µM]
C/C(N=Nc1nc2ccccc2s1)=N\Nc1ccccc1O | u | -2.6% | -1%[9.22 µM] | x | 1% | x | x
CC(c1ccccc1)N1CCn2c(nc3cc(NC(=O)c4cccs4)ccc32)C1 (configuration not stated) | -9% | -4.8% | 13% | -6% | -6%[46.1 µM] | 7% | 38%[activator][38.3 µM]
O=C(CN1C2=NCCCN2c2ccccc21)c1ccc2c(c1)OCO2 | 10% | -1.5% | -3% | -3% | 5%[46.1 µM] | -3% | -13%[38.3 µM]
CN(C1CCS(=O)(=O)C1)S(=O)(=O)c1ccc(C2CCCCC2)cc1 (configuration not stated) | -2% | -1.1% | -14% | -3% | -3%[46.1 µM] | u | 18%[38.3 µM]
CN1CCN(C(=O)/C(=C\c2ccc3c(c2)OCO3)NC(=O)c2cccs2)CC1 | 3% | -1.1% | 16% | -2% | 5% | -2%[9.22 µM] | -2%
COc1ccc(NC(=O)C2CCCN2S(=O)(=O)c2ccc3c(c2)CCC(=O)N3)cc1Cl (configuration not stated) | 13% | -1.5% | -6% | -3% | 0%[46.1 µM] | -14% | 26%[38.3 µM]

The closing three records of the section above come first, to join the parts:
SMILES | CBFb RUNX1 block | Epigenetic reg | HTT aggregate | Luc counter | NPSR antagonist | LMNA splice mod | IMPase Li inh
CN(C1CCS(=O)(=O)C1)S(=O)(=O)c1ccc(C2CCCCC2)cc1 (configuration not stated) | -2% | -1.1% | -14% | -3% | -3%[46.1 µM] | u | 18%[38.3 µM]
CN1CCN(C(=O)/C(=C\c2ccc3c(c2)OCO3)NC(=O)c2cccs2)CC1 | 3% | -1.1% | 16% | -2% | 5% | -2%[9.22 µM] | -2%
COc1ccc(NC(=O)C2CCCN2S(=O)(=O)c2ccc3c(c2)CCC(=O)N3)cc1Cl (configuration not stated) | 13% | -1.5% | -6% | -3% | 0%[46.1 µM] | -14% | 26%[38.3 µM]
Cc1ccc2cc(C#N)c(SCC(=O)NCc3ccco3)nc2c1 | -10% | -0.7% | 5% | 10% | -22%[46.1 µM] | 12% | -13%[38.3 µM]
COc1ccc(/C=N/n2cnc3scc(-c4cccs4)c3c2=O)cc1OC | 12% | -1.2% | 10% | 0% | -8% | -3% | -1%
COC(=O)c1ccccc1NC(=O)C1CCN(S(C)(=O)=O)CC1 | 6% | -1.0% | 18% | 3% | -7%[46.1 µM] | -8% | 17%[38.3 µM]
CCOC(=O)c1c(C)nc2ccc(C)cn12 | -4% | 1.6% | 3% | 3% | -5%[46.1 µM] | 12% | 9%[38.3 µM]
CCCC[N+](C)(C)CCC(=O)NC(C)(C)CS(=O)(=O)[O-] | -4% | 2.6% | 7% | -5% | -1%[46.1 µM] | u | 25%[38.3 µM]
CCOC(=O)c1sc2nc3n(c(=O)c2c1C)CCC(C)CC3 (configuration not stated) | 5% | 13% | 0%[9.22 µM] | 2% | u | 8% | 35%[activator][38.3 µM]
CC(C)c1ccc(C2N3CC4([N+](=O)[O-])CN2CC([N+](=O)[O-])(C3)C4(C)C)cc1 (configuration not stated) | -4% | -1.1% | -7% | 2% | 5% | u | -11%
Cc1nn(-c2ccc(F)cc2)c2sc(C(=O)O)cc12 | 16% | 1.2% | -31% | 0% | -17%[46.1 µM] | u | 2%
Cc1noc2ncnc(N3CCN(c4ccc(F)cc4)CC3)c12 | 1% | 5.4% | -22% | -2% | 1% | x | 2%
CCOC(=O)C1=C(N)Oc2c(oc(CO)cc2=O)C1c1ccc(F)cc1 (configuration not stated) | 0% | -0.8% | 0% | 2% | -4%[46.1 µM] | -1% | 1%
Fc1ccc(C(c2nnnn2CCc2ccccc2)N2CCCc3ccccc32)cc1 (configuration not stated) | -3% | -1.5% | u | 8% | -29%[46.1 µM] | u | 1%[38.3 µM]
CCn1c(COc2ccc(=O)n(-c3ccccc3)n2)nnc1SCc1cccc(OC)c1 | 2% | -1.1% | 6% | 3% | -12%[46.1 µM] | 11% | -19%[38.3 µM]
COc1ccc(-c2cnn3c(N)c(S(=O)(=O)c4ccccc4)cnc23)cc1 | 1% | 0.0% | -11% | 4% | -17%[46.1 µM] | -10% | 1%
CC(NC(=O)C(C(=O)c1cccc([N+](=O)[O-])c1)n1cc(Cl)ccc1=O)c1ccccc1 (configuration not stated) | -3% | -1.0% | -5% | -1% | 2% | -8% | -1%
CSc1sc(-c2nnc(SCC(=O)Nc3ccccc3)n2C)c2c1C=CCC2 | 5% | 8.7% | -12%[9.22 µM] | x | 7% | -12%[46 µM] | x
Cc1ccc2c(Cl)cc(Cl)c(OCc3c(C)noc3C)c2n1 | -1% | -1.1% | -21% | 3% | -11%[46.1 µM] | 6% | 18%[38.3 µM]
NS(=O)(=O)c1ccc(NC(=O)/C=C/c2ccco2)cc1 | 5% | -1.8% | 2% | -1% | -10% | x | 3%
Cn1c(=O)c2c(ncn2CC(=O)OCc2ccccc2)n(C)c1=O | -1% | 9.0% | -8% | -1% | -6%[46.1 µM] | 0% | -11%[38.3 µM]
CCOc1ccccc1NC(=O)Nc1cnccn1 | 6% | 2.3% | -6% | -3% | 17% | x | 2%
COc1cc(OC)cc(C(=O)Nc2cccc(NC(C)=O)c2)c1 | 26% | -0.2% | -6% | -2% | -17%[46.1 µM] | -10% | 22%[38.3 µM]
O=C(OCCOCCN=C1NS(=O)(=O)c2ccccc21)c1ccncc1 | 11% | -3.7% | -4% | x | -7%[46.1 µM] | -1% | x
CCOC(=O)c1cnc2nc(C)nn2c1N | -9% | -1.3% | -5% | 3% | 11% | 14%[9.22 µM] | -6%
O=C(Cc1ccc(-n2c(=O)[nH]c3ccccc3c2=O)cc1)N1CCN(c2ccccc2)CC1 | 3% | 6.5% | -10% | 4% | -23%[46.1 µM] | 1% | -27%[38.3 µM]
O=C(O)Cc1sc(Nc2ccc(F)cc2)nc1-c1cccs1 | 2% | -4.0% | 13% | -1% | -12% | -20%[46 µM] | 0%
COc1cccc(N2CCN(c3cnc4ccccc4n3)CC2)c1 | u | -3.3% | -27% | -3% | -23% | u | 36%[activator]
O=C(CCc1nc2ccccc2[nH]c1=O)OCc1ccc(S(=O)(=O)N2CCOCC2)cc1 | 11% | 0.9% | -8% | -1% | u | 1% | 19%[38.3 µM]
COc1cc(OC)cc(C(=O)NCCOc2ccccc2)c1 | 4% | 0.0% | -8% | -1% | -8%[46.1 µM] | -5% | 8%[38.3 µM]
NS(=O)(=O)c1cccnc1Nc1c(Cl)cccc1Cl | 0% | -1.0% | -14% | -6% | -7%[46.1 µM] | u | 28%[38.3 µM]
COc1ccc(/C=C/C(=O)NCc2cn(C)nc2C)cc1COc1ccc(Cl)cc1Br | -1% | -1.1% | 7% | 0% | -15%[46.1 µM] | 11% | 1%[38.3 µM]
O=C(NCc1ccco1)C1CC(=O)N(CCc2ccccc2)C1 (configuration not stated) | u | -1.7% | -5% | -4% | 12%[46.1 µM] | 3% | 5%[38.3 µM]
Cc1cc(/C=N/NC(=O)C(=O)NCc2ccccn2)c(C)n1-c1cccc(Br)c1 | u | -0.3% | 11% | -1% | 3% | u | 4%
Nc1ncnc2c1cnn2C1CCCCC1 | 4% | 0.0% | -14%[9.22 µM] | x | -5% | x | x
COc1cccc(CNC(=O)CCC2CCCN(C(=O)c3cc4ccccc4o3)C2)c1 (configuration not stated) | 5% | -4.6% | -12% | x | 26% | x | x
COc1ccc(CCNC(=O)c2n[nH]c(=O)c3ccccc23)cc1 | -2% | 1.9% | 11% | 1% | -1%[46.1 µM] | 13% | -9%[38.3 µM]
CC(C)N(Cc1ccccc1)C(=S)NC(=O)C1(C)CC1(Cl)Cl (configuration not stated) | -11% | -6.8% | -16% | 2% | -19% | x | 18%
Cc1cccc(NC(=O)/C(C#N)=C\c2cccnc2)c1 | 15% | 0.0% | -1% | 1% | 19%[46.1 µM] | -15% | -2%
COc1ccc(NC(=O)CSc2nccn2C)cc1S(N)(=O)=O | 0% | 2.3% | -8% | -1% | 21% | x | 5%
CCn1c(SCC(=O)NCc2ccccc2)nc2ccccc2c1=O | 2% | -0.8% | -2% | 0% | -27%[46.1 µM] | 4% | 6%[38.3 µM]
CCCn1c(SCC(=O)Nc2nc(C)c(C(=O)OC)s2)nnc1C(C)C | 4% | -0.7% | -15% | 2% | -11%[46.1 µM] | 11% | 6%[38.3 µM]
COc1ccccc1N(C)S(=O)(=O)c1ccc(Cl)c(C(=O)OCc2c(C)noc2C)c1 | 9% | -2.0% | -19% | 0% | -39% | u | 20%
COC(=O)/C(C#N)=C/c1c(Oc2cccc(C)c2)nc2ccccn2c1=O | 5% | -4.0% | 10%[9.22 µM] | x | 4% | x | x
O=C(Nc1ccccn1)C(F)(F)C(F)(F)C(F)(F)C(F)(F)C(=O)Nc1ccccn1 | -16% | 0.0% | 8% | 2% | -6%[46.1 µM] | -6% | 6%
CCOc1ccc(-c2cc(C)n3nc(C(N)=O)cc3n2)cc1 | -4% | -1.7% | -33% | -3% | u | 17% | -17%[38.3 µM]
COc1ccc(NC(=O)CSc2nnc(-c3ccccn3)n2Cc2ccco2)cc1OC | -7% | 0.0% | -7% | -6% | -15%[46.1 µM] | -9% | -29%[38.3 µM]
COC(=O)c1cc(OC)c(OC)cc1NC(=S)N1CCN(C)CC1 | -2% | 10% | 7% | -2% | 0%[46.1 µM] | u | -10%[38.3 µM]
O=C(NCc1ccncc1)Nc1ccc(Cl)cc1Cl | 0% | 2.3% | u | -3% | -3%[46.1 µM] | 1% | -4%[38.3 µM]

Source: PubChem

A portion of the library (hit frequency here may not be typical).
